Cneo AK release = Cryptococcus neoformans lysis via adenylate kinase release; C. neoformans lysis, adenylate kinase release luminescence, 4 h; normalised: neutral wells 0, clomiphene wells 100; lysis activity, % at 15 µM; 360,000 compounds, 0.2% hits;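 active = mean lysis activity across replicates of at least 80%, whatever share of replicates individually reach that level; inactive = mean lysis activity below 80%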
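Material: C. neoformans cells; Schedule: 4 h static compound exposure, 37 °C, read 1 h post-reagent; Measured by: adenylate kinase release luminescence; Read-out: signal increase indicating cell lysis; Controls: Clomiphene as positive lysis control.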
miR-122 sensor = miR-122 inhibition in Huh7 cells | Huh7 miR-122 Renilla luciferase sensor, 48 h; neutral wells = 0, positive control = 100 | activation (reporter increase), % at 12.5 µM | 340,000 compounds, 0.3% hits;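 active = mean replicate activation score at least 90 and every replicate individually at or above 90; inconclusive = only one of the two criteria met; inactive = neither criterion met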;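 also: higher luciferase means less miR-122 activity so hits act as miR-122 inhibitors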
PGC1a acetyl inh = modulators of PGC1a acetylation | U2OS PGC1a acetylation, AlphaScreen anti-acetyl-lysine; with virally co-expressed GCN5 acetyltransferase | inhibition, % at 15.6 µM | 350,000 compounds, 0.17% hits;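 active = every replicate shows inhibition of at least 40%; inconclusive = mean inhibition at least 40% but some replicate below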;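 also: 0% = neutral control wells and 100% = positive control wells; some results beyond the cut were filed as inactive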
LGR2 antag = Drosophila LGR2 receptor signaling inhibition; HEK293 LGR2, CRE-luciferase, bursicon-stimulated, 4 h; inhibition, % at 9.99 µM; 380,000 compounds, 0.35% hits;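 active = drop in luminescence signal, shown as inhibition above about 50% in the replicate tests, limit read from the data, passing the limit was not always enough; inconclusive = probably only some replicates passing the limit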;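 also: agonist challenge used bursicon conditioned medium at about half maximal strength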
Casp6 inh = inhibitors of human caspase-6 | P55212 | AID 686996 | 350,000 compounds, 0.53% hits | purified caspase-6, Z-VEID-R110 cleavage fluorescence | inhibition, % at 12.5 µM;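 active = mean inhibition across replicates at least about 35%, with every replicate also reaching that limit, limit read from the data; inconclusive = only one of the two criteria met; inactive = neither criterion met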;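 also: 0% = median of neutral control wells and 100% = no fluorescence left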
Target sequence (P55212 24-179 limits assumed): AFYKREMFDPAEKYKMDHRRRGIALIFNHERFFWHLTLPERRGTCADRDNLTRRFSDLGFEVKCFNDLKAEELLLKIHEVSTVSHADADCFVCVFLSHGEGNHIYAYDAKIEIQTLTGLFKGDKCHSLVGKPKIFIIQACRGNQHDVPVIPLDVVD
Target sequence (P55212 194-293 limits assumed): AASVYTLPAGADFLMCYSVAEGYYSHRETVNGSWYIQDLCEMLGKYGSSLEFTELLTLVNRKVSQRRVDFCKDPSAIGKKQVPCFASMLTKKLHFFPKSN
EWS-Fli inh = inhibitors of EWS/Fli oncoprotein transcriptional activity; A673 NR0B1-luciferase reporter, viability-normalised; inhibition, % at 12.6 µM; 350,000 compounds, 0.67% hits;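 active = mean inhibition of at least 50% after viability correction, with every replicate also passing that limit; inconclusive = mean reaches 50% but only one of two replicates passes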;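 also: firefly luciferase signal divided by Alamar Blue viability fluorescence both relative to DMSO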
FN deposit inh = fibronectin deposition inhibition; AH1F fibroblasts, Alexa488-fibronectin deposition fluorescence, overnight; inhibition, % at 12.6 µM; 350,000 compounds, 0.086% hits; AID 743247;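 active = mean inhibition across replicates of 30% or more, regardless of how many single replicates reach that level; inconclusive = mean under 30% yet at least half of replicates reach 30%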;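 also: positive control wells lacked labelled fibronectin entirely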
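test system = AH1F fibroblasts assembling fluorescent fibronectin matrix | quantity = 10000 AH1F cells per well | buffer or medium = DMEM plus 2% serum, read in PBS | doses = single dose, pinned | incubation = 1 h cell attachment, overnight exposure to compound and label | detection = fluorescence at 485 nm excitation, 525 nm emission | read-out basis = inhibition from reduced deposited-fibronectin fluorescence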
PAX8 reporter = lowers PAX8-driven luciferase in RMG-I cells | RMG-I TPO-luciferase reporter, SteadyGlo, 24 h | AID 652154 | 360,000 compounds, 1.2% hits | inhibition, % at 12.6 µM;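 active = mean replicate inhibition at least 60% with every replicate also reaching 60%; inconclusive = only one of the two criteria is met; inactive = mean below 60% and not all replicates reaching 60%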;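 also: luciferase light reporting Pax8 driven TPO promoter activity; plate controls were median of neutral control wells for no effect and mitoxantrone controls for full effect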
Active calls of the source: *; ? = inconclusive; nt = not tested or not shown; & = joins results of further samples; [ ] = dose if it differs, or a comment.

SMILES | Cneo AK release | miR-122 sensor | PGC1a acetyl inh | LGR2 antag | Casp6 inh | EWS-Fli inh | FN deposit inh | PAX8 reporter
C[C@H](CO)N1C[C@H](C)[C@@H](CN(C)S(=O)(=O)c2ccccc2F)Oc2ncc(Br)cc2C1=O | 2 | 6 | 11&-14 | 0&-2 | 1&-2 | -4&-6 | -1&-11 | 4
CCCCCCC12C(=Cc3cc4c(cc31)OCCO4)c1cc(OC)c(OC)cc1C(CC(=O)OC)N2C(=O)OC (configuration not stated) | nt | nt | nt | 8 | -1 | -8 | -6 | 27
COc1ccc2c(COC(=O)[C@H](C)NS(=O)(=O)c3ccccc3F)cc(=O)oc2c1 | 0 | 1 | -6 | -6 | 1 | 6 | -14 | -6
C[C@H](CO)N1C[C@H](C)[C@H](CN(C)S(=O)(=O)c2cn(C)cn2)Oc2ccc(NC(=O)c3ccncc3)cc2C1=O | 0 | -1[16.7 µM] | -6 | -1 | -1 | -5 | 9 | nt
Cc1c(-c2cccc(NC(=O)c3cccs3)c2)nc2ncccn12 | nt | nt | nt | 6 | 0 | -3 | -2 | -27
Cc1ccc(C(=O)NCCNC(=O)COc2ccc(Cl)cc2)cn1 | 1 | nt | nt | -5 | 0 | -2 | -3 | -15
CC(C)c1nc(CNC(=O)C2CCC(=O)N(CCc3cccc(F)c3)C2)cs1 (configuration not stated) | -1 | 2 | nt | 1 | 5 | nt | 12 | -7
C[C@H]1CCCCO[C@@H](CN(C)S(=O)(=O)c2ccc(Cl)cc2)[C@@H](C)CN([C@@H](C)CO)C(=O)c2cc(N(C)C)ccc2O1 | -2 | -12[16.7 µM] | -8 | 25 | -1 | 3 | nt | 70*
Cc1[nH]c2ccccc2c1C(=O)CCl | nt | nt | nt | 10 | 11 | 18 | 3 | 40
C[C@H](CO)N1C[C@H](C)[C@@H](CN(C)Cc2ccc(Cl)c(Cl)c2)OCCCC[C@H](C)Oc2ccc(NS(=O)(=O)c3ccc(Cl)cc3)cc2C1=O | 66 | -13[16.7 µM] | -16 | 20 | -1 | 8 | 3 | 101*
COCC(=O)N1[C@H](CO)[C@@H](c2ccccc2)C12CN(C(=O)c1cccc(F)c1)C2 | nt | nt | 2 | 5 | -2 | -2 | nt | -8
CC(C)OC(=O)CC12CN3CN(C1)CC(CC(=O)OC(C)C)(C3)C2=O | 1 | 2 | 6 | nt | -2 | nt | -4 | nt
Cc1ccccc1CSCCNS(C)(=O)=O | 0 | -5 | 4 | -1 | nt | nt | -9 | nt
O=S(=O)(c1ccccc1)N1CCCCN2[C@@H](CO)[C@@H](c3ccc(-c4ccccc4)cc3)[C@@H]2C1 | -2 | -12[16.7 µM] | -7 | 12 | 0 | -4 | nt | -3
Cc1ccc(-c2cnc3n2CCCCC3)cc1 | nt | nt | nt | 14 | -1 | -15 | 4 | -21
CCCCn1c(N)c(N(Cc2ccccc2OC)C(=O)CC2OC(=O)c3ccccc32)c(=O)[nH]c1=O (configuration not stated) | -1 | 1 | 6 | 0 | 5 | 1 | 0 | 9
CCOc1ccc(S(=O)(=O)NCCC(=O)N2CC=C(c3ccccc3)CC2)cc1 | 0 | 5 | -4 | -3 | -1 | 12 | 5 | 15
C/C(=C\C(=O)Nc1cscc1C)C(=O)O | nt | nt | nt | 5 | -1 | 11 | -1 | 34
COc1ccc(C(C(=O)NC(C)(C)C)N(CC2CCCO2)C(=O)CCC(=O)Nc2cc(C)on2)cc1 (configuration not stated) | -1 | 27 | -4 | nt | nt | nt | -9 | 2
O=C(CCc1nc2ccccc2c(=O)[nH]1)N1CCCc2ccccc21 | nt | 13 | 5 | -12 | 2 | -20 | -3 | 6
Cc1ccc(S(=O)(=O)N2CCC[C@H]2C(=O)OCC(=O)c2ccc3c(c2)NC(=O)CO3)cc1 | 2 | 1 | 6 | 1 | 4 | 2 | 1 | 2
COc1ccc(NC(=O)Nc2ccc3c(c2)C(=O)N([C@H](C)CO)C[C@@H](C)[C@@H](CN(C)C(=O)NC2CCCCC2)O3)cc1 | -2 | -7[16.7 µM] | -9 | 9 | 2 | 4 | nt | -6
CC1=C(C(=O)Nc2ccc(C)cc2C)C(c2cccs2)NC(=S)N1 (configuration not stated) | -1 | -6 | 2 | -18 | nt | nt | -5 | nt
CN1CCN(C(=O)C[C@H]2CC[C@H]3[C@@H](COC[C@@H](O)CN3C(=O)C3CC3)O2)CC1 | -2 | 5[16.7 µM] | 2 | 0 | -2 | -1 | -1 | 2
CCOc1ccccc1NC(=O)CSc1nnc(Cc2ccc(OC)cc2)c(=O)n1N | -5 | nt | -5 | 7 | 6 | -3 | -7 | 5
O=C(NC1CCCc2ccccc21)C1CCC(CNS(=O)(=O)c2cccc3nsnc23)CC1 (configuration not stated) | -4 | 3 | 0 | 22 | -6 | 3 | 3 | -7
CCCCn1c(SCC(=O)Nc2cc(C)on2)nc2c1c(=O)n(C)c(=O)n2C | 1 | -7 | 1 | nt | nt | nt | -3 | nt
O=C(Cn1ccc(NC(=O)OCc2ccccc2)nc1=O)NCCCn1ccnc1 | 0 | -1 | nt | 14 | nt | 0 | 5 | -6
O=C(O)c1cccc(NC(=O)c2cn(-c3ccccc3)nc2-c2cccc(Br)c2)c1 | -1 | nt | nt | -10 | 4 | 4 | 8 | 6
COc1cccc(NC(=O)c2cc(-c3cccnc3)nc3c(Cl)cccc23)c1 | -1 | -2 | -3 | 15 | nt | nt | -2 | nt
CC(C)(Cc1cccc(CC(C)(C)C(=O)O)c1)C(=O)O | -1 | 1 | -2 | 2&-11 | -6&-8 | -6 | 1 | -8
CCCc1nn2c(=O)cc(COc3cccc(NC(=O)c4ccco4)c3)nc2s1 | 0 | 6 | 1 | 2 | 1 | nt | -4 | -4
CC(=O)N1CCOc2ccc(S(=O)(=O)N3CCC(C(=O)Nc4ccc(C)c(C)c4)CC3)cc21 | -1 | -5 | -12 | 3 | 2 | 5 | -6 | 19
COCCNC(=O)C[C@@H]1CC[C@H]2[C@H](COc3ccc(NC(=O)COC)cc3C(=O)N2C)O1 | -3 | -1[16.7 µM] | -2 | -3 | -2 | -5 | -16 | -2
Cc1ccc(S(=O)(=O)N[C@@H]2CC[C@@H](CCn3cc(C4CC4)nn3)O[C@@H]2CO)cc1 | -3 | nt | -4 | -7 | 8 | -4 | -3 | 6
C[C@H](CO)N1C[C@H](C)[C@H](CN(C)CC2CCCCC2)Oc2c(NS(C)(=O)=O)cccc2C1=O | 91* | -2[16.7 µM] | 1 | -9 | 0 | -1 | nt | -17

An excerpt of these results, as a markdown table.
| canonical_smiles | Cneo AK release | miR-122 sensor | PGC1a acetyl inh | LGR2 antag | Casp6 inh | EWS-Fli inh | FN deposit inh | PAX8 reporter |
| --- | --- | --- | --- | --- | --- | --- | --- | --- |
| CCCc1nn2c(=O)cc(COc3cccc(NC(=O)c4ccco4)c3)nc2s1 | 0 | 6 | 1 | 2 | 1 | nt | -4 | -4 |
| CC(=O)N1CCOc2ccc(S(=O)(=O)N3CCC(C(=O)Nc4ccc(C)c(C)c4)CC3)cc21 | -1 | -5 | -12 | 3 | 2 | 5 | -6 | 19 |

Other records follow:
SMILES | Cneo AK release | miR-122 sensor | PGC1a acetyl inh | LGR2 antag | Casp6 inh | EWS-Fli inh | FN deposit inh | PAX8 reporter
O=C(O)CSc1nnc(-c2cccc(S(=O)(=O)N3CCOCC3)c2)n1-c1cccc(Cl)c1 | 0 | -1 | 16 | -16 | -5 | -1 | 4 | -21
CCc1ccccc1NC(=O)NC(C)c1ccc2c(c1)OCO2 (configuration not stated) | -3 | -2 | nt | 15 | 0 | nt | -2 | 7
CC(=O)OCc1c(C)cc(C)c(/C=C(/C#N)C(N)=O)c1C | nt | 3 | 4 | -5 | -1 | -10 | 8 | 0
Cc1ccccc1OCCOC(=O)c1nc2nccc(C)n2n1 | 4 | -1 | -8 | -26 | 3 | 3 | -5 | 4
O=C1C2C3C=CC(C4CC34)C2C(=O)N1c1cc(Cl)ccn1 (configuration not stated) | 4 | nt | 25 | nt | 0 | 5 | -2 | -16
CC1(C)Oc2ccc(C(=O)Nc3ccccc3)cc2N(CC#N)C1=O | 3 | 9 | 9 | -13 | 3 | -48 | 3 | -44
CC(C)N=C1CC(C)(C)CC(=O)/C1=C(/O)CCCN1C(=O)c2ccccc2C1=O | -1 | -13 | -8 | -10 | 5 | 6 | 4 | -3
CC(NC(=O)Cn1c(=O)oc2cc(S(=O)(=O)N3CCCC3)ccc21)c1ccccc1 (configuration not stated) | 0 | 1 | -3 | 18 | -5 | 0 | -6 | 11
CCOC(=O)c1c(NC(=O)c2ccoc2C)sc2c1CCC2 | -2 | 0 | ? | nt | nt | nt | -2 | -2
O=C(CNc1ccc(F)cc1)N/N=C1\CCCc2ccccc21 | nt | nt | 14 | -18 | -2 | -8 | -1 | 18
Cc1ccn(-c2n[nH]c(C)c2[N+](=O)[O-])n1 | nt | nt | 0 | -1 | -4 | 6 | 0 | 12
CC(=O)Nc1ccc2c(c1)CCCC2=O | -1 | 3 | nt | -4 | 2 | -20 | 9 | -25
COc1ccc(OCc2nc3ccc(S(=O)(=O)Nc4ccccc4Cl)cc3[nH]2)cc1 | nt | nt | nt | -15 | -3 | 8 | 0 | 24
COc1ccc(-c2nc3n(c(=O)c2C#N)CCS3)cc1OC | nt | nt | nt | -14 | 0 | 0 | nt | -13
COc1cccc(CN2CC(C(=O)NCCCc3ccc(C)cc3)CCC2=O)c1 (configuration not stated) | 9 | -3 | -7 | -18 | -5 | -39 | 1 | -24
COc1ccc(C#Cc2cnc3c(c2)C(=O)N([C@@H](C)CO)C[C@H](C)[C@@H](CN(C)CC2CCOCC2)O3)cc1 | 0 | -1[16.7 µM] | -7 | -3 | -2 | -7 | -1 | 9
COc1ccccc1C(=O)OCC#CCSc1nnc(-c2cccc3ccccc23)o1 | 5 | 0 | 3 | 5 | -1 | -3 | -11 | 6
C[C@@H](NC(=O)[C@@H]1[C@@H](CO)[C@@H]2Cn3c(ccc(-c4ccccc4F)c3=O)[C@H]1N2)c1ccccc1 | -1 | -3[16.7 µM] | -2 | -23 | -4 | 7 | 7 | -6
Cc1ccc(S(=O)(=O)N2[C@@H](Cc3ccccc3)CO[C@H]2CC(=O)c2ccccc2)cc1 | nt | nt | nt | 19 | -3 | -6 | 11 | 9
O=C(O)c1cc2[nH]c3c(c2cc1Cl)CCCC3 | 0 | -25 | -29 | 9 | 2 | 15 | 1 | 8
CCOC(=O)Cc1nnc(NC(=O)C(CC)Sc2nc(C)cc(=O)[nH]2)s1 (configuration not stated) | -4 | 5 | 0 | 8 | 43* | 4 | -1 | 12
C[C@@H]1CCCCO[C@@H](CN(C)S(=O)(=O)c2ccc(Cl)cc2)[C@H](C)CN([C@@H](C)CO)C(=O)c2cc(N(C)C)ccc2O1 | nt | -8[16.7 µM] | 2 | 13 | nt | 2 | nt | 79*
C[C@H](CO)N1C[C@H](C)[C@H](CN(C)Cc2ccc(C(=O)Nc3ccccc3N)cc2)Oc2ccc(NC(=O)C3CCCCC3)cc2CC1=O | 2 | ? | -34 | 5 | 1 | 37 | 3 | nt
Cc1ccc2nc(-c3ccccn3)cc(C(=O)NC(C)C(C)(C)C)c2c1 (configuration not stated) | nt | nt | nt | -6 | 2 | 10 | 2 | 4
CCC(C)(C)NC(=O)CN(C(=O)CCC(=O)Nc1ccccn1)c1ccc2c(c1)OCO2 | 0 | -14 | 5 | 3 | -1 | 6 | -9 | -4
Cn1c(Cl)cnc1C(O)(c1ccccc1)c1ccccc1 | nt | nt | nt | 7 | -1 | 17 | 0 | 16
